AmpC inh no detg – inhibitors of E. coli AmpC beta-lactamase without detergent. AmpC nitrocefin hydrolysis, absorbance 480 nm, 0.0001% Triton. 0.52% of 330,000 active. Potency, µM (top dose mostly 57.1 µM), for the others: top-dose activity change, negative = inhibition, usual class: inhibitors. P00811;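 note: potency is the fitted concentration of half-maximal effect; plate controls were no compound for no effect and no enzyme for full effect; nearly all actives have a fitted effect of over 20% in size; some results filed as inactive show a strong effect at the top dose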
Target sequence (P00811 whole entry, looked up): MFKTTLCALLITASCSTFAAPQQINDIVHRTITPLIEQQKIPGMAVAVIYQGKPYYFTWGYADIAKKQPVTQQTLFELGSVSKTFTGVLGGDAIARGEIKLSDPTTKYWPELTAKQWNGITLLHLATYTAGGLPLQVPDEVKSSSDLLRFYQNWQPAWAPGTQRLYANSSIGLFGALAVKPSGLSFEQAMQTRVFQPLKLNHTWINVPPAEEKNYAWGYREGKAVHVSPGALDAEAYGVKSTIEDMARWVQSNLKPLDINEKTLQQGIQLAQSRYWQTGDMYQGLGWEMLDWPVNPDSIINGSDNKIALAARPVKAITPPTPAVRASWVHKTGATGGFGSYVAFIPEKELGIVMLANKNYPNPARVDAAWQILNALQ
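20 mM phosphate pH 7.0 + 0.01% (detergent screen) or 0.0001% Triton X-100; 5.3 nM AmpC reagent; cpd preinc 15 min RT; nitrocefin (800 uM stock) to start; A480 q20 s × 4 min; Activity was normalised to no-enzyme and no-compound control wells.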
AMA1-RON2 inh – inhibitors of Plasmodium falciparum AMA1-RON2 interaction | AlphaScreen AMA1-biotinylated RON2 peptide binding | Potency, µM (doses to about 58.2 µM), without a hit: at the top dose activity change, negative = inhibition, hits mostly inhibitors | 0.2% of 360,000 active | AID 720542;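 note: potency is the fitted concentration of half-maximal effect; 0% = vehicle wells and -100% = peptide control; nearly all actives have a fitted effect of over 45% in size; some results filed as inactive show a strong effect at the top dose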
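AMA1 (3D7) with his tag at 25 nM final met compounds first, then biotinylated RON2 peptide at 25 nM; detection used donor plus acceptor beads, 10 µg/mL apiece, read by AlphaScreen after 30 min at room temperature.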
AmpC detergent – inhibitors of E. coli AmpC beta-lactamase with detergent. Potency, µM (titrated, usually from 114 µM), without a hit: at the top dose activity change, negative = inhibition, usual class: inhibitors. AID 485294. P00811. AmpC hydrolysis of nitrocefin, absorbance 480 nm, 0.01% Triton. 0.041% of 370,000 active;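 note: potency is the fitted concentration of half-maximal effect; 0% = no-compound wells and -100% = no-enzyme wells; nearly all actives have a fitted effect of over 25% in size; some results filed as inactive show a strong effect at the top dose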
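AmpC (5.3 nM in the dispensed reagent) in 20 mM phosphate pH 7.0 with 0.01% (detergent screen) or 0.0001% Triton X-100 was preincubated with compounds for 15 min at room temperature. Nitrocefin was then added from an 800 uM solution, and hydrolysis was followed at 480 nm.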
FBPA Giardia inh – blocks Giardia fructose-bisphosphate aldolase activity; purified Giardia FBPA; Potency, µM (titrated, usually from 59.6 µM), inactives show top-dose activity, negative = inhibition, hits mostly inhibitors; 0.71% of 290,000 active; note: potency is the fitted concentration of half-maximal effect; nearly all actives have a fitted effect of over 55% in size
Target sequence (A8B2U2 whole entry, looked up): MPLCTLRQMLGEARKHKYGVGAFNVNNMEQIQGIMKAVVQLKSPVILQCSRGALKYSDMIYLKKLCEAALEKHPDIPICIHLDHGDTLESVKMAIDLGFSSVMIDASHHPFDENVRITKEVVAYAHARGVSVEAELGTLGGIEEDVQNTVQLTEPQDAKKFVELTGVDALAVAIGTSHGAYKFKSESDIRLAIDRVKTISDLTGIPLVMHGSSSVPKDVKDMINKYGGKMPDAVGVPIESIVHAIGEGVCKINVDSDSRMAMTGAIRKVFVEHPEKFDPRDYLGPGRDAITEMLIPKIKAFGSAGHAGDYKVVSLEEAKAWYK
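Giardia FBPA (40 nM reagent) was preincubated 10 min at RT with compound (up to 57.5 uM final), then substrate plus GAPDH/TPI/NAD/arsenate coupling system with diaphorase/resazurin was added; resorufin fluorescence (525/598 nm) was read after 20 min.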
Sm TGR inh – inhibitors of Schistosoma mansoni thioredoxin glutathione reductase; Q962Y6; 3% of 360,000 active; Potency, µM (series often up to 114 µM), without a hit: at the highest dose activity change, negative = inhibition, usual class: inhibitors; purified TGR, DTNB reduction, TNB absorbance 405 nm; note: potency is the fitted concentration of half-maximal effect; nearly all actives have a fitted effect of over 60% in size
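TGR 20 nM + NADPH 100 uM (dispensed conc.), cpd preinc 15 min RT; start with NADPH (500 uM addition) then DTNB (15 mM addition). Kinetic TNB absorbance, 405 nm filter. Four-parameter Hill fit across titration.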
HCMV inh – human cytomegalovirus inhibition; HFF cells, HCMV-luciferase reporter, 72 h; stronger effect = lower value; 4.5% of 410,000 active; AID 1259415; activity change, negative = inhibition, % at 57.5 µM; in the data active = activity change below about -60%; inconclusive = no clear call, values can overlap the other calls; inactive = above about -39%
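Steps: HFFs plated, 16 h 37C; compounds added; HCMV-luciferase added to MOI 1 PFU/cell; 72 h 37C; OneGlo reagent, 5 min room temperature; luminescence read, normalized to controls.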
Active calls of the source: *; ? = inconclusive; nt = not tested or not shown; & = joins results of further samples; [ ] = remark or other dose. Unless noted, calls come from the whole dose curve; as a rule, active = well fitted curve in the direction sought with a large enough effect; inconclusive = small, poorly fitted or top-dose-only effect, or another doubt; inactive = no such curve, though single readings can be large; an effect the other way counts as inactive or inconclusive. Unless noted, % is set by controls: 0 for no effect and ±100 for the full control effect. Rows are unselected; about 7.8% have a hit in one of these screens.

| Compound | AmpC inh no detg | AMA1-RON2 inh | AmpC detergent | FBPA Giardia inh | Sm TGR inh | HCMV inh |
| --- | --- | --- | --- | --- | --- | --- |
| COc1ccccc1NC(=O)CN1C(=O)NC(CC(C)C)C1=O (centres undefined) | -15% | 4% | -12% | 2% | -21%[11.4 µM] | 91 |
| CN1C(=O)c2ccc(NC(=S)NC(=O)C(C)(C)C)cc2C1=O | -12% | 12%[11.6 µM] | -5% | ? | ? | -23 |
| Cc1ccc(NC(=O)CN2CCCN(Cc3cc(C)ccc3C)S2(=O)=O)c(Cl)c1 | nt | nt | -8% | nt | -1% | 0 |
| Cc1cc(C)cc(NS(=O)(=O)c2ccc3oc(=O)ccc3c2)c1 | -35% | -19% | 0% | 0% | 0% | -14 |
| C/C(=N\NC(=O)c1ccccc1O)c1ccc(NC(=O)c2ccccc2)cc1 | -47% | 62%[activator] | ? | nt | -25% | 40 |
| COc1ccc(NC(=O)Nc2ccncc2)c(OC)c1 | -32% | 0% | -4% | 0% | -3% | -16 |
| COc1cccc(/C=N/NC(=O)c2cccs2)c1 | -32% | 11% | -2% | -6% | 11% | 19 |
| COC(=O)c1cccc2c1NC(=O)C2=O | -11% | 7% | 4% | ? | -21% | -6 |
| Fc1cnc(N2CCOCC2)nc1N1CCc2ccccc21 | 9% | 0% | ? | -6% | -13% | 40 |
| COc1ccc(Cn2nnnc2CN2CCC(O)(c3ccccc3F)CC2)cc1 | 124%[activator] | 0% | -5% | -4% | -2% | -17 |
| O=C(COc1ccc(Cl)cc1)OCc1csc(Nc2ccccc2)n1 | -25% | -3%[2.32 µM] | ? | -6% | 5% | 17 |
| Oc1ccc(-c2[nH]nc(-c3ccccc3)c2-c2nc3ccccc3[nH]2)cc1 | -33% | -1% | -11% | 10% | -2% | 1 |
| CN(Cc1ccccc1)C(=O)CCc1ccccc1 | -19% | 21% | -7% | 0% | 1% | -1 |
| Cn1cc(CNCc2ccc(OC(F)(F)F)cc2)c(-c2ccc3c(c2)OCCO3)n1 | 75%[activator] | -8% | 9% | 0% | 6% | -81* |
| O=C(c1ccc(CN2CCc3ccccc3C2)cc1)N1CCc2ccccc2C1 | 1% | -1% | ? | -1% | -26% | 1 |
| CC1(C)Cc2cccc(OCC(=O)OCc3nnc(-c4ccc([N+](=O)[O-])cc4)o3)c2O1 | 26% | -8% | -3% | nt | -5% | 0 |
| Cc1ccc(-c2nn3c(C)nnc3s2)cc1NC(=O)c1ccc(OC(C)C)cc1 | 155%[activator] | 48%[activator] | -2% | 7% | 1% | 26 |
| COc1ccc(N2CCN(C(=O)C3CCCN(S(=O)(=O)c4cccc5cccnc45)C3)CC2)cc1 (centres undefined) | 101%[activator] | -18% | 5% | -25% | -18% | -29 |
| CC12CN3CCN(CC(C3)/C1=N/N=C/c1cccc([N+](=O)[O-])c1)C2 | -1% | 1% | 0% | 4% | 22% | -4 |
| CCOc1ccc2oc(C(=O)OC(C(=O)NC(N)=O)C(C)C)c(C)c2c1 (centres undefined) | -3% | -7% | 3% | -8% | 1% | 20 |
| COc1cc2c(cc1OC)CN(CCC(=O)c1ccc(Br)cc1)CC2 | -3% | -24% | 2% | 5% | 11% | 2 |
| CCOC(=O)c1sc(NC(C)=O)cc1C | -2% | 26% | ? | -2% | 5% | 5 |
| COC(=O)C1CCN(C(c2ccccc2Cl)c2sc3nc(-c4ccco4)nn3c2O)CC1 (centres undefined) | nt | nt | 1% | nt | 7% | 10 |
| Cc1nc(SCC(=O)c2cc3ccccc3oc2=O)c(C#N)c(-c2cccs2)c1C(=O)Nc1ccccc1 | -41% | -5% | ? | 4% | 3% | 17 |
| O=S(=O)(Nc1ncccn1)c1ccc(NC(=S)Nc2ccc(Cl)cc2)cc1 | -39% | 21% | -7% | -13% | ? | -64* |
| COc1ccc(C(=O)NCCc2sc(-c3ccc(Cl)cc3)nc2C)c(OC)c1 | nt | nt | 0% | nt | -7% | 42 |
| NC(=O)Cn1nc([N+](=O)[O-])nc1Oc1ccc(Br)cc1 | -22% | 5% | -1% | -12% | -22% | 86 |
| CCc1nnc(NC(=O)C(=O)NCCOC(=O)c2ccccc2Cl)s1 | -14% | 17% | 2% | 3% | 6% | 4 |
| Cc1ccc2c(n1)sc1c(=O)n(-c3cccc(C(F)(F)F)c3)nnc12 | nt | nt | -7% | nt | -8% | 8 |
| O=C(CSc1ccccc1)N1CCc2ccccc21 | -24% | 14% | -13% | -2% | -10% | 97 |
| O=C(CN1C(=O)COc2ccc(Cl)cc21)Nc1cccc(C(=O)O)c1 | nt | nt | 25% | nt | 1% | 6 |
| O=C(CCC1N=C2c3ccccc3N=C(SCc3ccc(Cl)cc3)N2C1=O)N1CCN(c2ccccc2)CC1 (centres undefined) | nt | nt | 18% | nt | 1% | 14 |
| CC(C)c1nnc(NC(=O)CCC2CCCCC2)s1 | -27% | -8% | -13% | -4% | 3% | 42 |
| COC(=O)c1c(C)oc(C)c1S(=O)(=O)N(Cc1ccccc1)C(C)C | 2% | -16% | 7% | 2% | 32µM* | -27 |
| CN(CCc1ccccc1)C(=O)c1cccc(NC(=O)Cc2ccc([N+](=O)[O-])cc2)c1 | -34% | 0% | nt | nt | nt | -17 |
| O=C(c1ccco1)N1CCN(Cc2cc(=O)c(OCc3ccccc3Cl)co2)CC1 | 2% | -8% | ? | nt | -1% | 4 |
| O=C(NCC(c1ccco1)N1CCc2ccccc2C1)c1ccccc1 (centres undefined) | -14% | 0% | -9% | nt | 0% | -17 |
| Cc1[nH]c2ccc(C(=O)NCC(C)(C)N3CCOCC3)cc2c1C | 4% | -2% | 6% | -7% | 23% | -7 |
| OC(c1cc(-c2ccc(C(F)(F)F)cc2)nc(C(F)(F)F)c1)C1CCCCN1 (centres undefined) | 87%[activator] | 29% | -3% | 9% | 1% | -102* |
| Cn1c(O)c(N=NC(=O)c2ccco2)c2ccccc21 | -11% | 11% | -1% | 1% | -10%[57.1 µM] | 47 |
| COc1ccc(OC)c(-c2nn(-c3ccccc3)cc2C(=O)N2CCc3ccccc3C2)c1 | 96%[activator] | -19% | 5% | nt | -12% | -22 |
| COc1ccccc1NC(=O)C1CCCN(c2ncnc3c2nc2n3CCCCC2)C1 (centres undefined) | 113%[activator] | -1% | 1% | -5% | -8% | -4 |
| CCOc1ccc(NC(=O)C23CC4CC(C2)CC(c2ccccc2)(C4)C3)cc1 | -7% | 5% | ? | -3% | 5% | -6 |
| Cc1cc(C)n(C(=O)c2sc3cc(F)ccc3c2Cl)n1 | -14% | nt | ? | 2% | -12% | nt |
| CCOc1ccc(S(=O)(=O)NCCCN2CCOCC2)c2ccccc12 | 57% | -3% | 3% | 1% | 4% | 13 |
| Cc1ccc(N=C/C(C(=O)C(F)(F)F)=C(\O)c2ccco2)cc1Cl | -6% | -15% | 4% | -2% | 0% | 132 |
| O=C(CN1CCN(C(c2ccccc2)c2ccccc2)CC1)Nc1ccc(N2CCOCC2)cc1 | 9% | -1% | -1% | 3% | -3% | 47 |
| CC(C)NC(=O)c1ccc(Cn2c(=O)c3cccn3c3cccnc32)cc1 | nt | nt | 8% | nt | -1% | ? |
| COc1ccc(S(=O)(=O)N(Cc2nc(-c3ccccc3)no2)C2CCCCC2)cc1 | nt | nt | 15% | nt | 6% | ? |
| CCn1ncc(CN2CCN(C(=O)Nc3ccccc3C(=O)OC)CC2)c1C | 49% | 6% | -6% | -2% | -10% | -21 |
| O=C(/C=C/c1ccccc1[N+](=O)[O-])Nc1cccc(S(=O)(=O)NC2=NCCCCC2)c1 | -28% | -6% | nt | nt | nt | 1 |
| CSc1ccc(C(=O)C2CCCN(C(=O)c3ccc(C)nc3)C2)cc1 (centres undefined) | 45% | -5% | -5% | 0% | -11% | 6 |
| Cc1ccc(C)c(Cn2c(=O)n(-c3ccccc3)c(=O)c3c4c(sc32)CCCC4)c1 | nt | nt | 2% | nt | -6% | 4 |
| O=C(CN(CCc1ccccc1)Cc1ccccc1)Oc1ccccc1P(=O)(O)O | -10% | 7% | 2% | 19% | -20% | -7 |
| Cc1ccccc1-n1c(-c2ccoc2)nc2ccccc2c1=O | 2% | -1% | 0% | -7% | 0% | ? |
| CCC(C)NC(=O)CSc1nc2ccccc2c(=O)n1-c1c(C)n(C)n(-c2ccccc2)c1=O (centres undefined) | -5% | -4% | 3% | 4% | nt | -8 |
| O=C(CCCn1c(=S)[nH]c2cc3c(cc2c1=O)OCO3)N1CCN(c2ccccc2)CC1 | -13% | 57%[activator] | ? | 4% | ? | -10 |
| COc1ccc(C(=O)Nc2nncs2)cc1S(=O)(=O)N1CCOCC1 | -15% | 23% | -4% | -11% | 36% | 110 |
| NC(=O)NC(c1ccc(Cl)cc1)c1ccccc1Cl (centres undefined) | -16% | -2% | 4% | -10% | -1% | -33 |
| COc1ccc(OCC(=O)N2CCN(C(=O)c3ccc(OC)c(OC)c3)CC2)cc1 | nt | nt | 5% | nt | 0% | 22 |

(next part)
| Compound | AmpC inh no detg | AMA1-RON2 inh | AmpC detergent | FBPA Giardia inh | Sm TGR inh | HCMV inh |
| --- | --- | --- | --- | --- | --- | --- |
| O=C(Nc1cccc(Cl)c1)c1cnc[nH]1 | -20% | 66% | -8%&5% | 13% | 2%&3% | 163&88 |
| CN(CCO)c1ccc(-c2n[nH]c(=O)c3ccccc23)cc1[N+](=O)[O-] | -20% | 0% | -3% | -10% | -12% | 64 |
| Cc1cccc(C)c1NC(=O)NCc1ccco1 | -7% | 15% | 1% | 2% | -35% | ? |
| O=C(Nc1ccc(Cl)cn1)c1ccc(COc2ccccc2Br)o1 | -29% | 0% | 5% | -4% | -30% | 62 |
| O=C(Nc1ccc(N2CCOCC2)c(C(=O)O)c1)c1ccco1 | -12% | nt | ? | 1% | 0% | nt |
| O=C(CSc1ccc(-c2ccco2)nn1)NC1CCCCC1 | -18% | -13% | 4% | -11% | 8.9µM* | -14 |
| CS(=O)(=O)N(CC(=O)Nc1ccccc1)c1cccc(Cl)c1Cl | -24% | -11% | -8% | -8% | 2%[57.1 µM] | ? |
| Cc1ccccc1C(=O)Nc1cccc(NC(=O)c2ccc(C(C)(C)C)cc2)c1 | nt | nt | 4% | nt | -3% | 12 |
| Cc1ccc(S(=O)(=O)N2CCC(C(=O)NCC3CCCO3)CC2)cc1 (centres undefined) | -7% | 21% | ? | 2% | -8% | -1 |
| CC(C)(C)c1ccc(C(=O)Nc2cccc(S(=O)(=O)NC3=NCCC3)c2)cc1 | -4% | -13% | ? | nt | 4% | 10 |

Sorted by length of the SMILES (low to high): part of the list above.
| Compound | AmpC inh no detg | AMA1-RON2 inh | AmpC detergent | FBPA Giardia inh | Sm TGR inh | HCMV inh |
| --- | --- | --- | --- | --- | --- | --- |
| COc1ccc(NC(=O)Nc2ccncc2)c(OC)c1 | -32% | 0% | -4% | 0% | -3% | -16 |
| CCc1nnc(NC(=O)C(=O)NCCOC(=O)c2ccccc2Cl)s1 | -14% | 17% | 2% | 3% | 6% | 4 |
| CCOc1ccc(NC(=O)C23CC4CC(C2)CC(c2ccccc2)(C4)C3)cc1 | -7% | 5% | ? | -3% | 5% | -6 |

Bioassay records from PubChem BioAssay.
